mIAP inh: blocks mouse intestinal alkaline phosphatase. AID 2806. inhibition, % at 10 µM. 330,000 compounds, 0.2% hits. purified mouse IAP, CDP-Star luminescence, 30 min;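 active = inhibition of at least 40% at 10 µM in the primary screen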;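 also: plate controls were DMSO with enzyme for no effect and no enzyme wells for full effect; values of inactives mirror those of a sister screen read the other way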
A3G deaminase: inhibitors of human APOBEC3G DNA deaminase; Q9HC16; recombinant A3G, ssDNA deamination FAM/TAMRA fluorescence; inhibition, % at 20 µM; 330,000 compounds, 0.28% hits; AID 493012;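 active = inhibition of at least 40% at 20 µM, with no more than 30% in the related APOBEC3A deaminase screen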;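 also: plate controls were DMSO wells with A3G for no effect and wells lacking A3G enzyme for full effect; some compounds called inactive have numbers as strong as hits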
Target sequence (Q9HC16 whole entry, looked up): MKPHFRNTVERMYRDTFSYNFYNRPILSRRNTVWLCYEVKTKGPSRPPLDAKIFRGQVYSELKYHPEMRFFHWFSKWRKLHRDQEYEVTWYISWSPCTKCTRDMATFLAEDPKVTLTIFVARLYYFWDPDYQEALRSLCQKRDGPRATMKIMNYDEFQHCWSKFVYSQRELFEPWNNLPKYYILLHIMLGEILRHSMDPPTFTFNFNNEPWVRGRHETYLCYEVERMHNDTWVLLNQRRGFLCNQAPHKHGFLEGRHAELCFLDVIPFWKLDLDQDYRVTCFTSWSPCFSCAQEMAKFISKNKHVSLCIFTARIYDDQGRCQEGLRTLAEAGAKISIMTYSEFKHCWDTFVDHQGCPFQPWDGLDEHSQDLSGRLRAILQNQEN
mIAP act: mouse IAP activation; muIAP, CDP-Star luminescence, 30 min; hits give high values; 1 = vehicle-only enzyme signal, 0 = enzyme-free wells; activation factor at 10 µM; 330,000 compounds, 0.24% hits; AID 2805;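 active = activation factor of at least 2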; also: the source names both 10 and 20 µM as test concentration; values of inactives mirror those of a sister screen read the other way
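System: mouse IAP enzyme. Reagent: CDP-Star chemiluminescent phosphatase substrate. Benchmarks: DMSO wells, no-enzyme wells. Times: 30 min enzyme-substrate-compound incubation at room temperature. Detection: luminescence from enzymatic CDP-Star hydrolysis. Doses: test compounds delivered from DMSO solution.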
MIN6 prolif: MIN6 beta-cell proliferation induction; MIN6 cells proliferation, ATPlite luminescence, 48 h; cells starved in 0.2% serum; 100% = growth in 10% serum; proliferation, % at 10 µM; 330,000 compounds, 0.29% hits; AID 2380;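 active = compounds whose signal lies at least 3.5 SD above the mean of all wells on their plate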;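 also: 0% = DMSO-treated cells in low-serum medium and 100% = 10% serum control; some compounds called inactive have numbers as strong as hits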
hIAP inh: blocks human intestinal alkaline phosphatase; AID 2544; purified IAP, CDP-Star luminescence, 30 min; 330,000 compounds, 0.12% hits; inhibition, % at 10 µM;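 active = inhibition reaching a set limit with compound at 10 µM in the primary screen, cut at about 35% in these data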;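 also: plate controls were DMSO wells with enzyme for no effect and no-enzyme buffer wells for full effect; values of inactives mirror those of a sister screen read the other way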
MPTP block: inhibitors of mitochondrial permeability transition pore; isolated mouse mitochondria, Ca2+ swelling absorbance, 30 min; inhibition, % at 10 µM; 360,000 compounds, 1.4% hits;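 active = inhibition of 50% or more, scaled per plate between neutral and stimulator controls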;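 also: 0% = DMSO wells given calcium and 100% = 1 mM EGTA wells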
NR3A LBD binder: modulates the human NR3A ligand-binding domain; NR3A LBD differential scanning fluorimetry, Tm shift; 0% = protein alone, 100% = glycine-bound protein; Tm shift relative to glycine control, % at 25 µM; 340,000 compounds, 2.5% hits;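 active = melting temperature shift of at least 10% of the positive control shift, at one fixed dose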
hIAP activ: increases human intestinal alkaline phosphatase activity | 330,000 compounds, 0.16% hits | purified human IAP, CDP-Star luminescence, 30 min; hits give high values; 1 = vehicle-only enzyme, 0 = enzyme-free background | P09923 | activation factor at 10 µM | AID 2524;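 active = activation factor of the enzyme at least 2-fold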; also: the source names both 10 and 20 µM as test concentration; values of inactives mirror those of a sister screen read the other way
APOBEC3A inh: human APOBEC3A DNA deaminase inhibition; P31941; 330,000 compounds, 0.41% hits; recombinant A3A, FAM/TAMRA ssDNA deamination fluorescence; inhibition, % at 20 µM;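 active = at least 40% inhibition at 20 µM here, with at most 30% in a related deaminase screen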;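 also: plate controls were A3A with DMSO for no effect and wells lacking A3A enzyme for full effect; some results filed as inactive read as strong as hits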
Target sequence (P31941 whole entry, looked up): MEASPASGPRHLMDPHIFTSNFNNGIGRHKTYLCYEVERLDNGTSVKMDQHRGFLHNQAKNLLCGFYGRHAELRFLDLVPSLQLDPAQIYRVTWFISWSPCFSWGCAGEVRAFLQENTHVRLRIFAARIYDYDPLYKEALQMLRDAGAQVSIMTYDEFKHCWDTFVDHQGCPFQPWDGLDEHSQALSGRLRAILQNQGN
* = called active by the depositor.

SMILES	mIAP inh	A3G deaminase	mIAP act	MIN6 prolif	hIAP inh	MPTP block	NR3A LBD binder	hIAP activ	APOBEC3A inh
Cc1ccc(N(C)S(=O)(=O)c2cccc(C(=O)OCC(=O)c3c(N)n(C)c(=O)n(C)c3=O)c2)cc1	10	-8	0.9	-5	4	2.8	1	0.96	8
COc1cc2c(cc1OC)-c1nnc(C)n1C1(CCCC1)C2	3	-7	0.97	1	-8	-0.3	1	1.1	-3
O=C(NCCc1ccccc1)c1ccc2nccnc2c1	9	-4	0.91	-3	7	0.1	-1	0.93	-2
COc1ccc(Cc2nc3ccc(C(=O)NC(C)c4cn(C)nc4C)cc3o2)cc1 (stereo unspecified)	4	-8	0.96	3	-22	-0.8	0	1.2	-4
Cc1cnc(NCCc2ccccc2)s1	10	-6	0.9	-2	-6	1.1	-2	1.1	-5
O=C(N/N=C/c1ccc2c(c1)OCO2)c1ccc(COCC(F)(F)C(F)F)cc1	2	-6	0.98	0	-25	1.3	-8	1.2	98*
Cc1cc(C)cc(NC(=O)COC(=O)CNC(=O)C2CCCCC2)c1	8	-4	0.92	-3	-4	-1.4	1	1	-2
Cc1cccc(C(=O)Nc2sc3c(c2C(=O)O)CCC3)c1	13	-7	0.87	-2	-10	0.1	1	1.1	0
CCOc1cccc(C(=O)Nc2cccc(-c3nc4ncccc4o3)c2C)c1	-2	-4	1	-2	10	-2.2	-1	0.9	-3
O=C(CSc1n[nH]c(=O)n1-c1ccccc1)N1CCOCC1	0	-6	1	-1	2	-0.1	1	0.98	-3
CCOP(=O)(c1ccc(N(C)C)cc1)C(O)c1cc(OC)c(OC)c(OC)c1 (stereo unspecified)	5	-1	0.95	1	20	-2.0	-2	0.8	1
Cc1nccn1CC(O)COc1ccccc1 (stereo unspecified)	2	-4	0.98	0	8	-1.8	0	0.92	-12
CC(C)OC(=O)Nc1ccc2c(c1)N(C(=O)CCN(C)C)c1ccccc1CC2	-6	-4	1.1	-3	-5	-1.1	-1	1.1	-5
Cc1cc(-c2n[nH]c(=S)n2/N=C/c2cccs2)n[nH]1	2	60*	0.98	4	-48	-0.3	1	1.5	-2
CC(C(=O)NC1=NCCS1)N1C(=O)C2CC=CCC2C1=O (stereo unspecified)	1	3	0.99	-1	9	2.5	-1	0.91	8

Some of these compounds in order of their number in MPTP block, high to low.
Molecule	mIAP inh	A3G deaminase	mIAP act	hIAP inh	MPTP block	NR3A LBD binder	hIAP activ	APOBEC3A inh
COc1cc2c(cc1OC)-c1nnc(C)n1C1(CCCC1)C2	3	-7	0.97	-8	-0.3	1	1.1	-3
COc1ccc(Cc2nc3ccc(C(=O)NC(C)c4cn(C)nc4C)cc3o2)cc1 (stereo unspecified)	4	-8	0.96	-22	-0.8	0	1.2	-4
CC(C)OC(=O)Nc1ccc2c(c1)N(C(=O)CCN(C)C)c1ccccc1CC2	-6	-4	1.1	-5	-1.1	-1	1.1	-5

(further entries)
SMILES	mIAP inh	A3G deaminase	mIAP act	MIN6 prolif	hIAP inh	MPTP block	NR3A LBD binder	hIAP activ	APOBEC3A inh
COCCCn1c(=NC(=O)c2ccncc2)c(C#N)cc2c(=O)n3cccc(C)c3nc21	4	0	0.96	3	11	3.2	0	0.89	2
CC(C)N1C(=O)S/C(=C\c2ccc(-c3ccc(Cl)c(C(=O)O)c3)o2)C1=O	15	3	0.85	-1	-1	0.2	0	1	30
CC(=O)c1cccc(NC2c3ccccc3C(=O)N2Cc2ccc3c(c2)OCO3)c1 (stereo unspecified)	5	0	0.95	-1	19	0.7	8	0.81	-2
CCc1onc(C)c1C(=O)O	7	-7	0.93	7.5*	-12	-1.0	1	1.1	-5
CCN(CC)CCCNC(=O)/C(=C\c1cccn1C)NC(=O)c1cccs1	6	1	0.94	0	2	2.6	0	0.98	-1
CCC(C)Oc1ccc(/C=C/c2[nH]c(=O)[nH]c(=O)c2[N+](=O)[O-])cc1OC (stereo unspecified)	0	2	1	-1	3	0.7	3	0.97	1
CCOC(=O)C1CCN(C/C=C/c2ccccc2)CC1	4	-8	0.95	1	-13	-0.1	3	1.1	-4
CCn1c(SCC(=O)N2c3ccccc3CCc3ccccc32)nc2c1c(=O)n(C)c(=O)n2C	-12	0	1.1	-1	6	-1.3	1	0.94	3
O=C(CSC(=S)N1CCCCC1)c1ccccc1	8	-5	0.92	-2	5	-3.0	1	0.95	-1
O=C(COC(=O)c1ccncc1)Nc1ccccc1	-12	2	1.1	-2	-5	2.9	-2	1.1	6
CC(C)NCC(O)COc1ccc(Br)cc1 (stereo unspecified)	-2	-4	1	-4	-20	-4.2	0	1.2	-4
CCNC(=O)C(=O)Nc1ccc([N+](=O)[O-])cc1	6	-5	0.94	-1	-1	-0.5	-2	1	2
COc1ccccc1N1C(=O)c2ccc(C(=O)Nc3nccs3)cc2C1=O	6	-10	0.94	-1	-11	0.7	-1	1.1	-2
O=C(Nc1ccccc1N1CCN(C(=O)c2ccccc2)CC1)c1ccccc1Cl	-5	-6	1.1	-3	5	1.8	0	0.95	-8
CC(Oc1ccc(F)cc1)C(=O)Nc1cc(S(=O)(=O)N2CCOCC2)ccc1N1CCN(C)CC1 (stereo unspecified)	-1	15	1	1	12	0.8	1	0.88	64*
Cn1cc(C(=O)NC2C3CC4CC(C3)CC2C4)cn1 (stereo unspecified)	-4	-7	1	-1	-11	0.4	-3	1.1	-1
Cc1cc(C)n(CCNC(=O)c2cc(COc3ccc(F)cc3Cl)on2)n1	6	-5	0.94	2	22	0.4	-2	0.78	-4
CCCOCCc1nnc(N)s1	-6	-5	1.1	0	6	-0.3	1	0.94	4
COc1ccc(C(=O)N2CCN(C(=O)c3ccco3)CC2)cc1OC	-9	-4	1.1	-1	1	-1.0	-10	0.99	-2
Cc1onc(-c2c(F)cccc2Cl)c1C(=O)NCCN1CCNC1=O	6	1	0.94	-3	8	4.1	-2	0.92	-3
CCCn1c(SCC(=O)c2cc(C)n(-c3cc(C)on3)c2C)n[nH]c1=O	10	-5	0.9	-1	6	2.0	1	0.94	-2
Cc1ccc(NC2CCCN(C(=O)c3snnc3C)C2)cc1C (stereo unspecified)	-2	0	1	-2	7	-1.8	0	0.93	-5
COc1ccc(C(=O)NCc2ccccn2)cc1[N+](=O)[O-]	4	-6	0.96	0	5	-3.7	-1	0.95	0
COc1ccc(/C=C/C(=O)OCC(=O)c2ccccc2F)cc1	10	-4	0.9	5	8	-1.3	2	0.92	-2
COc1ccc(OCC(=O)N2CCN(C(=O)c3cccc4ccccc34)CC2)cc1	9	-5	0.91	-1	-2	1.1	2	1	-3
O=C1CC(N(CCc2ccccc2)C(=S)Nc2cc(Cl)ccc2Cl)C(=O)N1c1c(Cl)cccc1Cl (stereo unspecified)	-73	-2	1.7	-4	18	-2.7	16*	0.82	-3
O=C(Nc1ccc(CN2CCCCC2)cc1)c1sc2ccccc2c1Cl	19	-9	0.81	-6	9	0.2	-3	0.91	3
O=C(O[C@H]1[C@H](Cc2ccccc2)NS(=O)(=O)[C@H]2C[C@@H]3C=C[C@]12O3)c1ccc([N+](=O)[O-])cc1	-6	2	1.1	-1	-8	-1.3	-3	1.1	0
CCn1cc(C(=O)NCCc2ccccc2C)c(=O)c2ccc(C)nc21	15	-6	0.85	0	-3	4.6	1	1	-5
O=C(NCCCn1ccnc1)c1ccc(NS(=O)(=O)c2ccc(Cl)c(Cl)c2)cc1	6	-3	0.94	-6	-2	0.6	-5	1	2
Cc1cc(C)n2nc(-c3ccccc3)cc2n1	-2	-6	1	-2	-2	-0.1	-1	1	-4
O=c1c2ccccc2nnn1CSc1nnc(-c2ccc3c(c2)OCO3)o1	6	-6	0.94	-3	9	-1.1	-1	0.91	-5
O=c1[nH]c(=S)c2c(n1-c1ccccc1)CCC2	-2	-3	1	1	-22	-0.7	-1	1.2	-4
Nc1c(C(=O)N/N=C/c2ccc(F)cc2)oc2nc(-c3ccccc3)cc(-c3ccco3)c12	12	-4	0.88	-6	-10	2.4	2	1.1	-3
Cc1cc(=O)c2n(Cc3ccccc3Cl)nc[n+]2[nH]1	6	-5	0.94	-2	7	-0.2	1	0.93	-4
Cc1ccc(C)c(OCC(=O)Nc2ccc(N3CCOCC3)cc2N2CCOCC2)c1	-10	0	1.1	0	14	-0.4	1	0.85	-5
Cc1cccc(NC(=O)c2ccc(COc3ccc4ccccc4c3)o2)n1	8	-7	0.92	-6	-2	-1.1	-6	1	-3
CC(=O)N1c2ccccc2C(C)CC12CCCCC2 (stereo unspecified)	22	-1	0.78	0	-18	25	-1	1.2	-1
COc1ccc(C(=O)NC(=S)Nc2cc(C)ccn2)cc1[N+](=O)[O-]	5	-8	0.95	-3	-3	1.3	1	1	-2
CN(CC(=O)Nc1ccccc1Cl)C(=O)COC(=O)c1cc(S(=O)(=O)N(C)C)ccc1N1CCCC1	-13	7	1.1	-2	-16	-0.8	1	1.2	6
Cc1ccc2c(c1)cc(CN(C(=O)N1CCOCC1)C1CCCC1)c1nnnn12	8	2	0.93	-3	2	-2.1	0	0.98	6
Fc1ccc(Nc2nc(N3CCOCC3)nc(N3CCOCC3)n2)cc1	2	-5	0.98	4	-12	-1.0	0	1.1	-4
CC(=O)/C(=N\Nc1ccc(C)cc1)Sc1nncn1C	-3	-7	1	0	1	-0.3	-2	0.99	-2
COC(=O)C1=C(C)NC(=O)/C1=C\N(C)C	-8	5	1.1	1	-11	-2.1	1	1.1	3
Cc1cnc(NC(=O)c2cccc(S(=O)(=O)N3CC(C)OC(C)C3)c2)s1 (stereo unspecified)	1	-3	0.99	1	4	2.7	0	0.96	1
COc1ccc(S(=O)(=O)NCc2cccnc2)cc1C(=O)N1CCCCC1	5	-1	0.95	4	8	-1.1	-2	0.93	-1
Cc1ccc(CN(CC(=O)NCC2CCCO2)S(=O)(=O)c2ccc(C)cc2)cc1 (stereo unspecified)	1	-12	0.99	5	12	0.1	0	0.88	-2
COC(=O)c1scc(C)c1NC(=O)CC1NCCNC1=O (stereo unspecified)	8	-7	0.92	-2	-27	2.6	2	1.3	0
COc1ccc(NS(=O)(=O)c2cccc(C(=O)NNC(=O)CN3C(=O)NC(C)(C)C3=O)c2)cc1	4	-3	0.96	-2	-8	-0.9	0	1.1	2
CCN(CC(=O)Nc1cc(Cl)ccc1C)C(=O)CN1C(=O)NC(CC)(c2ccccc2)C1=O (stereo unspecified)	5	1	0.95	2	0	-1.3	1	1	2
CN(C)C(=O)NC1c2ccccc2-c2ccccc21	8	-10	0.92	-3	6	-0.9	1	0.94	-2
CC(=O)Nc1ccc(C(=O)NCCCSc2ccccc2)cc1	1	-5	0.99	-2	-14	-1.6	-10	1.1	-1
COc1ccc(-c2cc(C(=O)N/N=C/c3cccnc3)c3cc(C)cc(C)c3n2)cc1	6	-4	0.94	-4	-8	0.0	2	1.1	0
CCOc1cc(S(=O)(=O)N2CCOCC2)ccc1F	4	8	0.96	-2	-7	-1.8	-2	1.1	0
COc1ccc(S(=O)(=O)NCC(=O)NCCc2ccc(OC)c(OC)c2)cc1	1	-2	0.99	-1	-4	1.2	-2	1	4
CCOc1ccccc1NC(=O)CCCc1ccc(OC)c(C)c1	-6	-3	1.1	-5	5	0.2	0	0.95	8
COc1ccc(NC(=O)COC(=O)c2ccc3ccccc3n2)cc1OC	-8	-5	1.1	-1	-8	0.0	0	1.1	1

Compound activity as filed in PubChem BioAssay.
